# MrgX1 allo act – positive allosteric modulators of MrgX1, primary screen, HEK293 cells, Fluo-4 calcium flux; Mas-related G-protein coupled receptor member X1 (Homo sapiens), Q96LB2; FDSS; active compounds read high; B-score at 10 µM; 310,000 tested, 0.63% active;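 active means plate-corrected calcium response at least 3 library SD above typical, normal starting fluorescence, not activating the receptor alone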;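 further: compound read alongside a low EC10 to EC30 dose of BAM8-22 agonist; peak minus trough fluorescence over baseline measured at the second addition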
# PolyA inh – polyadenylation inhibitors in yeast reporter cells, primary screen, luminescence, S. cerevisiae; 300,000 tested, 0.02% active; AID 1875, 2009; calls only at 12 µM; S. cerevisiae SKY197-pL101 polyadenylation reporter, beta-gal luminescence; efflux-impaired pdr1/pdr3 knockout yeast; score 100 = 6 SD above DMSO;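 active means lowest replicate activity score at least 50, where 100 means six control SD above control mean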;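 further: yeast exposed to compound for 9 h at 30 °C; higher score means more reporter readthrough which indicates perturbed polyadenylation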
# TRPC4 block – inhibitors of mouse TRPC4 channel, primary screen, Fluo4 calcium, HEK293 TRPC4beta/mu-opioid cells; 300,000 tested, 0.39% active; Short transient receptor potential channel 4 (Mus musculus), Q9QUQ5; AID 2247, 2010; DAMGO-evoked Fluo4 calcium flux; active compounds read low; B-score at 10 µM;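 active means B-score over 3 SD under the library average, no early fluorescence shift, positive overall ratio signal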
# Target sequence (Q9QUQ5 whole entry, looked up): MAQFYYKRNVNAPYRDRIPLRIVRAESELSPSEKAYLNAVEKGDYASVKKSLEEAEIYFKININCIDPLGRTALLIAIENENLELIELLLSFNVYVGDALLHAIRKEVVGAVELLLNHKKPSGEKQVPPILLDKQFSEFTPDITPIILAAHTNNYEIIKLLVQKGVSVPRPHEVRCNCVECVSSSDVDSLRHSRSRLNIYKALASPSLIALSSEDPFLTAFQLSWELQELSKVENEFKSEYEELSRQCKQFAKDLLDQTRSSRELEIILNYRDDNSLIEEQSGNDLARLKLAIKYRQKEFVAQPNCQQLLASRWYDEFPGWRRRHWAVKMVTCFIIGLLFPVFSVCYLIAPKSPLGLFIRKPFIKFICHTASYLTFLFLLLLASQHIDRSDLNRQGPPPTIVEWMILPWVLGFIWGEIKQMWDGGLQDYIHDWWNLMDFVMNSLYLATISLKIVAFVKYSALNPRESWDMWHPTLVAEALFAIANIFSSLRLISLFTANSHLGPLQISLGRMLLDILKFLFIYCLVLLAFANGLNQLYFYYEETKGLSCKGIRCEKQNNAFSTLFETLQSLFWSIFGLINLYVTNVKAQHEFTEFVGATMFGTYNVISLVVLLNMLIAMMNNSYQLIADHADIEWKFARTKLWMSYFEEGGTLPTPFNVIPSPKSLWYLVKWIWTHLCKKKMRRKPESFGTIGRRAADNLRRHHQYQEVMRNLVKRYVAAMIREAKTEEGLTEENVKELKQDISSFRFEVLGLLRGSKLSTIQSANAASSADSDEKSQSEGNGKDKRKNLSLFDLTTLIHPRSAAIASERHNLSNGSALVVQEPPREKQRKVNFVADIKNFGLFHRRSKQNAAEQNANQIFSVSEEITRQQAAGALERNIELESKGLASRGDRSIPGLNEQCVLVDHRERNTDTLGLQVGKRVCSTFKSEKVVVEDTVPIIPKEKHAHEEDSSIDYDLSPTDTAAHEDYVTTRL
#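 material = TRPC4beta/mu-opioid receptor HEK293 cell line | probe or stimulus = sequential submaximal and maximal DAMGO stimulation | compound dosing = one concentration per compound | measured by = Fluo4 Ca2+ flux fluorescence | evaluation = integrated fluorescence ratio relative to baseline, converted to per-well B score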
# TRPC4 agonist – activators of mouse TRPC4 channel, primary screen, Fluo4 calcium, HEK293 TRPC4beta/mu-opioid cells | Fluo4 calcium fluorescence; active compounds read high | B-score at 10 µM | 310,000 tested, 0.49% active | AID 2237, 2010;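 active means B-score above 5 SD of library B-scores, and initial fluorescence ratio not above library mean plus 5 SD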;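 further: positive B-score marks a calcium rise read as TRPC4 activation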
#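 system = HEK293 cells stably co-expressing mouse TRPC4beta and mu-opioid receptor | schedule = Fluo4 dye loading 45 min at room temperature, 110 s recording | measure = B-scored integrated calcium fluorescence ratio | signal = Fluo4 calcium-sensitive dye fluorescence, kinetic, 1 Hz baseline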
# TRPC6 act – mouse TRPC6 channel activators, primary screen, cell-based, HEK293, membrane potential dye. HEK293-TRPC6 membrane potential dye fluorescence; active compounds read high. B-score at 10 µM. 310,000 tested, 0.13% active. AID 2550, 2010;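 active means B-score of the integrated fluorescence ratio above library mean plus 3 SD, and starting fluorescence ratio within library mean plus 5 SD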;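 further: higher score means more depolarization so channel activation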
# MrgX1 antagonist – antagonists of human MrgX1 receptor, primary screen, HEK293 cells, Fluo-4 calcium flux | Mas-related G-protein coupled receptor member X1 (Homo sapiens), Q96LB2 | BAM8-22 antagonism; active compounds read low | B-score at 10 µM | 310,000 tested, 1.3% active;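 active means calcium-response B-score plate-corrected more than 3 library SD below zero, starting fluorescence within 5 deviations, no agonist response on first addition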;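 further: peak minus trough fluorescence over baseline after final BAM8-22 challenge near maximal dose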
# TRPC6 inh – mouse TRPC6 channel inhibitors, primary screen, cell-based, HEK293, membrane potential dye | 310,000 tested, 1.1% active | ACh-evoked depolarization; active compounds read low | AID 2553, 2010 | Short transient receptor potential channel 6 (Mus musculus), Q61143 | B-score at 10 µM;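 active means B-score under library mean minus 3 SD, initial fluorescence not abnormally high, positive integrated signal ratio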;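 further: B-score derived from integrated fluorescence ratio over the kinetic read; more negative B-score means stronger inhibition of depolarization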
# AI-2 QS modul – Vibrio harveyi AI-2 quorum sensing modulators, primary screen, JMH597 strain, luminescence/OD600 ratio; 300,000 tested, 0.4% active; Vibrio harveyi JMH597 AI-2 luminescence/OD600 ratio, 9 h; active compounds read low; strain lacks LuxN and CqsS sensors; 0 = neutral-control median; activity change, % at 7.5 µM; in the data active means activity change below about -75%, passing the limit was not always enough;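 further: luminescence divided by OD600 gain over 9 h not by final OD600 alone; inactives centre near 13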
# MrgX1 ag – agonists of human MrgX1 receptor, primary screen, HEK293 cells, Fluo-4 calcium flux; Mas-related G-protein coupled receptor member X1 (Homo sapiens), Q96LB2; Fluo-4 calcium fluorescence, agonist mode; active compounds read high; B-score at 10 µM; 310,000 tested, 0.44% active; AID 588627, 2011;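 active means calcium response B-score plate-corrected fluorescence ratio at least 3 library SD, with starting fluorescence B-score inside 5 SD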
#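 Material – MrgX1-expressing HEK293 cells · Input – 15,000 cells seeded per well · Dosing – compound as first of three additions · Times – overnight seeding, then 1 h dark dye loading · Measured by – kinetic Fluo-4 NW fluorescence of intracellular calcium · Read-out – B-scored fluorescence response ratio · Benchmarks – positive and negative control wells on each plate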
# TRPC4 PAM – positive allosteric modulators of TRPC4, primary screen, cell-based, mouse TRPC4beta, HEK293 mu-opioid, Fluo-4 calcium; B-score at 10 µM; 310,000 tested, 0.42% active; Short transient receptor potential channel 4 (Mus musculus), Q9QUQ5; AID 2227, 2009; DAMGO EC20, Fluo-4 Ca2+ flux; active compounds read high;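 active means B-score of calcium response area above 5 SD of library B-scores, with initial fluorescence ratio within 5 SD of library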;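 further: B-score of integrated fluorescence ratio over time as area under calcium response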
# HIF activator – HIF pathway transcriptional activators, primary screen, cell-based, U2OS HRE-luciferase, luminescence; U2OS HRE-luciferase reporter; normalized: DMSO 0%, desferrioxamine 100%; activation, % at 7.5 µM (by protocol); AID 1910, 2009; 300,000 tested, 0.32% active;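 active means mean activation of at least 10% of the iron chelator positive control signal, with at least half of replicates also reaching 10%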
# An asterisk follows results filed as active; i = inactive; / = no result given. The list is partial; the hit share may differ from the screen's.
# Each structure is followed by: MrgX1 allo act | PolyA inh | TRPC4 block | TRPC4 agonist | TRPC6 act | MrgX1 antagonist | TRPC6 inh | AI-2 QS modul | MrgX1 ag | TRPC4 PAM | HIF activator
- CC1CCCCC1NC(=O)COC(=O)c1ccc2c(c1Cl)C(=O)c1ccccc1C2=O (stereo not drawn)
  i | i | i | i | i | i | i | 29.4 | i | i | 0.3
- CCN1CCCC1CNC(=O)c1cc2cc(F)ccc2[nH]1 (stereo not drawn)
  i | i | i | i | i | i | i | -3.6 | i | i | -1.8
- Cc1ccc(NC(=O)CSCc2cc(=O)n3cc(C)sc3n2)cc1
  i | i | i | i | i | i | i | 2.1 | i | i | 0.4
- O=C(N=Nc1c(O)[nH]c2ccc(F)cc12)C1COc2ccccc2O1 (stereo not drawn)
  i | / | i | i | i | i | i | 21.7 | i | i | 0.0
- CCn1c(=N)n(CC(=O)c2cccc([N+](=O)[O-])c2)c2ccccc21
  i | i | i | i | i | i | i | 13.8 | i | i | 0.7
- COC(=O)c1ccc(NC(=O)CSc2nc3ccccc3c(=O)[nH]2)cc1
  i | i | i | i | i | i | i | 0.5 | i | i | -0.5
- Cc1ccc(C2(C)NC(=O)N(CC(=O)NCc3ccccc3Cl)C2=O)cc1 (stereo not drawn)
  i | i | i | i | i | i | i | -16.5 | i | i | -0.8
- Cc1cccc(OCCOCCN2CCOCC2)c1C
  i | i | i | i | i | i | i | 11.9 | i | i | -0.4
- COc1ccc(NC(=O)C2C(=O)NC3(C)CC2c2ccccc2O3)cc1 (stereo not drawn)
  i | i | i | i | i | i | i | 26.3 | i | i | 0.3
- COC(=O)c1ccn(Cc2ccccc2Cl)n1
  / | i | i | i | i | / | i | 0.8 | / | i | 4.0
- CC[C@H](C)[C@H](NC(N)=O)C(=O)Nc1ccc2c(c1)OCO2
  i | i | i | i | i | i | i | 12.2 | i | i | -0.1
- Cc1cc(=O)[nH]c(SCc2nnnn2-c2ccc(Cl)cc2)n1
  i | i | i | i | i | i | i | 10.2 | i | i | 0.1
- Cc1nc2cc(OCc3cc(C(=O)NC(C)c4cnn(C)c4)no3)ccc2s1 (stereo not drawn)
  i | i | i | i | i | i | i | -66.1 | i | i | 1.6
- O=C(Cn1c(-c2cscn2)nc2ccccc21)Nc1ccccc1F
  i | i | i | i | i | i | i | 9.8 | i | i | 0.5
- Cc1nn2c(NCC(C)C)c3c(nc2c1-c1ccccc1)CCC3
  i | i | i | i | i | i | i | 11.3 | i | i | -0.2
- COc1cc(NC(=O)COC(=O)CNC(=O)c2ccc(C)s2)cc(OC)c1
  i | i | i | i | i | i | i | 28.1 | i | i | -0.2
- CCOC(=O)c1cn(-c2ccc([N+](=O)[O-])cc2)c2cc(Cl)c([N+](=O)[O-])cc2c1=O
  i | i | i | i | i | i | i | 1.8 | i | i | -0.1
- O=C(O)CSCc1ccc(Cl)cc1
  i | i | i | i | i | i | i | 19.0 | i | i | -0.2
- C[C@@H]1CCCCCCCCCCC1=O
  i | i | i | i | i | i | i | -8.8 | i | i | -2.2
- O=C(Nc1ccc2oc(-c3ccncc3)nc2c1)c1ccc2c(c1)OCO2
  i | i | i | i | i | i | i | 16.3 | i | i | -0.6
- CCc1ccccc1NC(=O)Cn1nnc(C(=O)NCc2cccc(OC)c2)c1N
  i | i | i | i | i | i | i | 22.9 | i | i | 0.7
- N#Cc1c(NC(=O)C(=O)NCCCN2CCOCC2)sc2c1CCC2
  i | i | i | i | i | i | i | -1.5 | i | i | -0.4
- Cc1ccccc1-n1c(O)c(C=NC2CCS(=O)(=O)C2)c2ccccc2c1=O (stereo not drawn)
  i | i | i | i | i | i | i | 20.8 | i | i | -0.2
- CCOC(=O)C1(C)Oc2cccnc2NC1=O (stereo not drawn)
  i | i | i | i | i | i | i | 28.2 | i | i | -0.8
- O=C(NCc1ccco1)c1cc2sccc2n1Cc1ccccc1
  i | i | i | i | i | i | i | -30.1 | i | i | 0.8
- CN(Cc1ccccc1Cl)C(=O)C1CCC(=O)N(C2CCCCCC2)C1 (stereo not drawn)
  / | i | i | i | i | / | i | 19.5 | / | i | -0.7
- COc1ccc(OCC(=O)Nc2ccc3oc(=O)ccc3c2)cc1
  i | i | i | i | i | i | i | 1.4 | i | i | 0.0
- Cc1ccc(NC(=O)CCN2CCC(C(N)=O)CC2)cc1
  i | i | i | i | i | i | i | 1.5 | i | i | -6.5
- CCOC(=O)N1CCN(c2nc(-c3ccc(Cl)cc3)cs2)CC1
  i | i | i | i | i | i | i | -1.2 | i | i | 0.2
- COc1ccc(CCNc2nc(-c3ccncc3)cs2)cc1OC
  7.34* | i | i | i | i | -5.14* | i | 12.2 | i | i | 0.3

# Remaining list, next part:
# Each structure is followed by: MrgX1 allo act | PolyA inh | TRPC4 block | TRPC4 agonist | TRPC6 act | MrgX1 antagonist | TRPC6 inh | AI-2 QS modul | MrgX1 ag | TRPC4 PAM | HIF activator
- COc1ccccc1-n1cnc2cc(NC(C)=O)ccc21
  i | i | i | i | i | i | i | 5.6 | i | i | -1.3
- Cc1cc(C)cc(N(C(C)C(=O)NCc2ccc3c(c2)OCO3)S(C)(=O)=O)c1 (stereo not drawn)
  i | i | i | i | i | i | i | 20.5 | i | i | 0.0
- Cc1cccc(-n2c(SCC(=O)N3CC(=O)Nc4ccccc43)nc3ccccc3c2=O)c1
  i | i | i | i | i | i | i | 20.1 | i | i | -1.2
- S=C(Nc1cc(Cl)cc(Cl)c1)N1CCCC1
  i | i | i | i | i | i | i | 23.4 | i | i | -0.3
- CC(=O)NCCc1c[nH]c2ccc(OCC(O)CNC(C)(C)C)cc12 (stereo not drawn)
  i | i | i | i | i | i | i | 17.2 | i | i | -0.3
- COc1ccc(/C=C/C(=O)NC(=S)N2CCN(c3ccccn3)CC2)cc1
  i | i | i | i | i | i | i | 66.8 | i | i | 0.1
- CCOc1cc(/C=C2/NC(=S)NC2=O)ccc1OCc1ccc([N+](=O)[O-])cc1
  i | i | i | i | i | i | i | 23.9 | i | i | 0.1
- CCN(Cc1nc2cc(OC)c(OC)cc2c(=O)[nH]1)C(=O)c1ccc(S(=O)(=O)N(C)C)cc1
  i | i | i | i | i | i | i | 20.4 | i | i | -0.7
- CC(NC(=O)CSc1n[nH]c(=O)[nH]c1=O)C1CC2CCC1C2 (stereo not drawn)
  i | i | i | i | i | i | i | 37.1 | i | i | 0.1
- CC(C)CN(C1CCS(=O)(=O)C1)S(=O)(=O)c1ccc(C(C)C)cc1 (stereo not drawn)
  i | i | i | i | i | i | i | 4.5 | i | i | 0.6
- CC1=C(C(=O)OCC2CCCCC2)C(c2ccccc2F)NC(=O)N1 (stereo not drawn)
  i | i | i | i | i | i | i | 11.0 | i | i | 0.5
- CCC/C=N/NC(=O)CNC(=O)c1ccccc1Cl
  i | i | i | i | i | i | i | 0.7 | i | i | -0.4
- CCCOc1ccc(CN(CCO)CCO)cc1C(=O)OC
  i | i | i | i | i | i | i | 4.1 | i | i | -0.2
- COc1cc2c(cc1OC)C(c1ccc(-c3cc(Cl)ccc3Cl)o1)=NCC2
  i | i | i | i | i | i | i | 33.6 | i | i | -0.2
- C=CCNc1nnc(-c2ccncc2)s1
  i | i | i | i | i | i | i | 13.9 | i | i | -0.2
- CC(C)CN(CC(C)C)C(=O)C12CCC(C)(C(=O)O1)C2(C)C (stereo not drawn)
  i | i | i | i | i | i | i | 10.8 | i | i | -0.3
- CC(C)(C)c1ccc(OCc2ccc(C(=O)NN)o2)cc1
  i | i | i | i | i | i | i | 6.4 | i | i | 2.1
- CCOc1ccccc1N1CCN(c2nc3ccccc3nc2C(C#N)C(=O)OC(C)C)CC1 (stereo not drawn)
  i | i | i | i | i | i | i | 17.7 | i | i | 0.0
- CC1(C)CC(=O)C(C=NCCN2CCNCC2)=C(O)C1
  i | i | i | i | i | i | i | 12.8 | i | i | 0.0
- O=C(O)Cc1sc(N/N=C\c2ccccc2)nc1-c1ccccc1
  i | i | i | i | i | -6.2* | i | 16.1 | i | i | 2.2
- CCN(C(=O)Cc1c(C(=O)O)n(C)c2ccccc12)c1cc(OC)ccc1OC
  i | i | i | i | i | i | i | -2.2 | i | i | 0.4
- COc1cccc(NC(=O)NCc2ccccc2F)c1
  i | i | i | i | i | i | i | -45.0 | i | i | 0.7
- COc1cccc(CNC(=O)CCNS(=O)(=O)c2ccc3c(c2)oc(=O)n3C)c1
  i | i | i | i | i | i | i | 1.4 | i | i | -0.2
- CCCC(C)NC(=S)NC(=O)c1cc(S(=O)(=O)N2CCOCC2)ccc1C (stereo not drawn)
  i | i | i | i | i | i | i | 34.6 | i | i | -0.3
- O=c1c2c(nc3nc(CCc4ccccc4)[nH]n13)CCC2
  i | / | i | i | i | i | i | 46.7 | i | i | /
- CC(=O)c1ccc(-c2ccc(C(=O)NCC(c3ccc(F)cc3)N3CCOCC3)o2)cc1 (stereo not drawn)
  i | i | i | i | i | -7.97* | i | 23.3 | i | i | 0.4
- COc1ccc2cc(-c3ccn[nH]3)ccc2c1
  i | i | i | i | i | i | i | 13.9 | i | i | 1.7
- O=C(NN1CCOCC1)c1sc2cccc(F)c2c1Cl
  i | i | i | i | i | i | i | 20.5 | i | i | 0.1
- CN(C)C(=O)c1cnc(Sc2ncc(C(F)(F)F)cc2Cl)n1C
  i | i | i | i | i | i | i | 0.2 | i | i | -0.3

# Bioassay records (PubChem)
